# S3 lipid droplet = qHTS Assay for Lipid Storage Modulators in Drosophila S3 Cells; Drosophila S3 cells, BODIPY lipid droplet fluorescence, 18-24 h; cells fed with added oleic acid; lipid storage change, negative = inhibition, % at the top dose, mostly 46.1 µM; hits show Potency in µM; 0.64% of 320,000 active; AID 2685; active = well fitted inhibition curve with a large enough effect in the signal ratio, with a control signal flat, not every such curve was filed as active; inconclusive = small, poorly fitted or top-dose-only effect, or effect the other way, or a change in a side signal; the % refers to the signal ratio
#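 Drosophila S3 cells got compounds at several concentrations plus oleic acid (400 uM solution). Laser-scanning cytometry with 488 nm excitation read lipid droplets at 500-530 nm and cells at 575-640 nm. Percent activity was relative to 20 uM Triacsin C.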
# S3 lipid droplet cell count max = further read-out of S3 lipid droplet, marked with its call; cell number change, %; measured here: cell count max response;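 cells counted by Cell Tracker Red CMTPX staining in the red channel; peak over a dose series mostly up to 46.1 µM; percent activity relative to internal control wells on each plate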
# Numbers without * were called inactive; i = inactive; ? = inconclusive; nt = not tested or not shown; [ ] = another dose, or the depositor's remark. % is scaled to controls: 0 for no effect and ±100 for the full control effect; potency is read from the fitted curve at half-maximal effect.
SMILES,S3 lipid droplet,S3 lipid droplet cell count max
CN(C)c1ccccc1C(=O)N1CCCC(Nc2ccc(F)cc2)C1 (stereo not given),i,nt
COc1ccc(NC(=O)CN(C)CC(=O)NCCc2ccc(F)cc2)cc1,?,nt
CC(Nc1cc(N2CCNCC2)ccc1[N+](=O)[O-])c1ccccc1 (stereo not given),-22.3%,12.1
CCOc1ccc(CN(C)C(=O)[C@H](C)NC(=O)c2ccco2)cc1OC,?,nt
Cc1ccccc1NC(=O)Cn1cnc2c(oc3ccccc32)c1=O,?,nt
CCOCCCNC(=S)N1CCC(NC(=O)C23CC4CC(CC(C4)C2)C3)CC1,4.2%,-2.0
COc1cccc(OC)c1C(=O)N1CCN(S(=O)(=O)c2ccc(C)cc2)CC1,?,nt
O=C(Nc1cccs1)NC1CCCC1,1.0%,3.1
CCC(=O)N=c1ccn(C2=Nc3ccccc3NC2=C(C#N)C#N)cc1,15.6%,13.2
Cc1noc(C)c1COc1ccccc1C(=O)N1CCN(S(=O)(=O)c2cccc([N+](=O)[O-])c2)CC1,20.7%,nt
COc1ccc(-c2noc(CCC(=O)NC3CCCCC3)n2)cc1,-114.6%,nt
Cc1cc(C)cc(N(C(=O)c2csnn2)C(C(=O)NC2CCCC2)c2ccccn2)c1 (stereo not given),i,2.9
O=[N+]([O-])c1ccccc1Oc1ccc(S(=O)(=O)N2CCOCC2)cc1,?,nt
COc1ccc(N2CCN(C(=O)C3CCCN(S(=O)(=O)c4ccc(F)cc4)C3)CC2)cc1 (stereo not given),?,nt
COc1cc(SC)ccc1C(=O)Nc1ccc2c(c1)OCO2,?,nt
CS(=O)(=O)NCC(c1ccco1)N1CCN(c2ccc(F)cc2)CC1 (stereo not given),1.0%,-1.6
COC(=O)c1ccccc1NC(=O)Cn1c(-c2nonc2N)nc2ccccc21,?,nt
FC(F)(F)c1cccc(NC(=S)NCC2COc3ccccc3O2)c1 (stereo not given),?,nt
CN1CCN(c2ccc([N+](=O)[O-])c(Sc3nc4ccccc4[nH]3)c2)CC1,-1.9%,-25.4
CCOc1cccc(/C=N/NC(=O)CC2C(=O)NN=C2C)c1O (stereo not given),0.0%,6.5
CCCC1(c2ccccc2)NC(=O)N(CCN2C(=O)c3ccccc3C2=O)C1=O (stereo not given),?,nt
C=CCSc1nnc(NC(=O)CSc2nc3ccccc3[nH]2)s1,?,nt
NS(=O)(=O)c1ccc(CCNC(=O)CNC(=O)C2CCCCC2)cc1,?,nt
CCCC(C)NC(=O)CN(Cc1ccco1)S(=O)(=O)c1ccccc1 (stereo not given),?,nt
COc1ccc(CN2C(=O)COc3ccccc32)cc1,?,nt
Cc1ccc(-c2nc(C#N)c(NCCc3ccccn3)o2)cc1,0.6%,11.7
COc1ccccc1OCC#CCn1ccnc1,4.1%[9.22 µM],-1.2
Cc1ccccc1CNS(=O)(=O)c1ccc2c(c1)OCCO2,-4.6%,-10.6
S=C(NCc1ccncc1)Nc1ccc(Br)cc1,-12.3%,-2.1
Cc1ccc(NC(=O)Cc2noc3ccccc23)cc1,4.5%,9.7
CC(C)c1ccc(NC(=O)CN2C(=O)NC(Cc3c[nH]c4ccccc34)C2=O)cc1 (stereo not given),?,nt
COC(=O)c1sccc1NC(=O)CSc1cccc(Cl)c1Cl,-0.2%,nt
CC(=O)Oc1ccc(C(=O)Nc2cccc(C(=O)c3cccc(NC(=O)c4ccc(OC(C)=O)cc4)c3)c2)cc1,?,nt
CCc1ccccc1NC(=O)c1sc2nc(C)cc(C)c2c1N,?,nt
CCC1=NN(C(=O)c2ccc(C)cc2)C(O)(c2ccc(Br)cc2)C1 (stereo not given),12.9%,8.2
Cc1ccc(CSCCNC(=O)CCSc2ccccc2)cc1,2.0%,-9.3
O=C(Nc1cccc(-c2cn3ccccc3n2)c1)c1cccs1,20.4%,-11.2
Cc1cc(OCC(O)CN2CCN(C)CC2)ccc1C(C)C (stereo not given),?,nt
O=C(NCc1nnc(SCC(=O)N2CCC(Cc3ccccc3)CC2)o1)c1ccccc1F,21.3%,3.3
CN(C(=O)c1sc2nc(N3CCCC3)c3c(c2c1N)CC(C)(C)OC3)c1ccccc1,?,nt

# Compound profiles, from the list above. Order of values: S3 lipid droplet	S3 lipid droplet cell count max
# Cc1ccc(-c2nc(C#N)c(NCCc3ccccn3)o2)cc1 in the list: 0.6%	11.7
# Cc1ccc(NC(=O)Cc2noc3ccccc23)cc1 in the list: 4.5%	9.7
# Cc1cc(OCC(O)CN2CCN(C)CC2)ccc1C(C)C (stereo not given) in the list: ?	nt
# CCC1=NN(C(=O)c2ccc(C)cc2)C(O)(c2ccc(Br)cc2)C1 (stereo not given) in the list: 12.9%	8.2
# NS(=O)(=O)c1ccc(CCNC(=O)CNC(=O)C2CCCCC2)cc1 in the list: ?	nt

# Additional structures.
SMILES,S3 lipid droplet,S3 lipid droplet cell count max
CS(=O)(=O)N(CC(=O)Nc1ccccc1Sc1ccccc1)c1cccc(Br)c1,i,nt
O=C(Cn1nc(Cl)nc1Cl)c1ccc2c(c1)OCCO2,?,nt
Cn1c(N2CCOCC2)nc(-c2ccccc2)c1-c1ccccc1,?,nt
C/C(=N/NC(=O)CNC(=O)c1ccco1)c1ccco1,4.0%,-7.5
Cc1ccc(OCCN(C)C)c([N+](=O)[O-])c1,-11.3%,-13.6
O=C(CC1C(=O)NCCN1Cc1ccc(-c2ccccc2)cc1)NCc1ccncc1 (stereo not given),?,nt
CC1(C)CC(=O)C/C(=N\NC(=O)C2C3CCCCC32)C1 (stereo not given),?,nt
COc1ccc(C2CC(c3cccs3)=NN2C(=O)CSc2nc3c(cnn3-c3ccccc3)c(=O)[nH]2)cc1 (stereo not given),?,nt
CCOC(=O)c1cc(C#N)c(=S)[nH]c1C,16.1%,nt
CCOC(=O)CNc1ccc2c(c1)OCO2,?,nt
CCCn1c(SCC(=O)c2ccc(OC)c(OC)c2)nc2c1c(=O)n(C)c(=O)n2C,-11.3%,-6.7
Cc1csc(NC(=O)Cc2ccccc2Cl)n1,-20.9%,22.6
Cc1ccc(-c2nc(C3CCN(S(=O)(=O)c4ccc(C(F)(F)F)cc4)CC3)no2)cc1,i,-1.2
CCN1C(=O)S/C(=C/c2ccsc2)C1=O,i,nt
N#CCCn1cc(/C=N/NC(N)=S)c(-c2ccc(Br)cc2)n1,?,nt
COc1ccc(OC)c(S(=O)(=O)Nc2cccc(C(C)=O)c2)c1,?,nt
CCOC(=O)/C=c1\s/c(=C\c2ccccc2C)c(=O)n1CC(=O)NCc1ccc2c(c1)OCO2,?,nt
O=C(N/C=N/OCc1ccc(Cl)cc1Cl)NOCc1ncc(C(F)(F)F)cc1Cl,i,-75.7
O=C(Nc1ncc(S(=O)(=O)c2ccc([N+](=O)[O-])cc2)s1)c1ccc2ccccc2c1,?,nt
Cc1cccc(N(CC(=O)Nc2ccc(F)cc2)S(C)(=O)=O)c1,?,nt
C=CCSc1nc(Oc2ccccc2)c2sccc2n1,3.9%,2.7
Cc1ccc(C(CC(=O)NCc2ccco2)c2ccc(OC(C)C)cc2)cc1 (stereo not given),-13.3%,-14.0
O=C(NCc1ccc2c(c1)OCO2)C1CCCN(S(=O)(=O)c2cccc3cccnc23)C1 (stereo not given),?,nt
CCOC(=O)c1c(-c2ccc(F)cc2)cn2ccccc12,i,4.2
CCOc1ccccc1NC(=O)CCc1nnc2ccc(N3CCC(C)CC3)nn12,?,nt
CC(=O)c1ccc(NC(=O)NNS(=O)(=O)c2ccc([N+](=O)[O-])cc2)cc1,?,nt
COc1ccc(NC(=S)NCCCN2CCN(C3CCCCC3)CC2)cc1,?,nt
Cc1ccc(C(=O)O/N=C/c2ccc3c(c2)OCO3)cc1,11.9%,16.6
CC1CCCCC1NC(=O)COC(=O)c1ccc([N+](=O)[O-])o1 (stereo not given),?,nt
COc1ccc([N+](=O)[O-])cc1/C=N/NC(=O)/C(=C\c1cccs1)NC(=O)c1ccccc1,6.2%,-10.6
Cc1cc(-c2n[nH]c(=S)n2-c2ccccc2C)cs1,?,nt
Cc1cccc(N(C)S(=O)(=O)c2cc3c(cc2C)n(C)c(=O)c(=O)n3C)c1,13µM*,-12.7*
CCOc1ccc(NS(=O)(=O)c2cc(NC(=O)CCC(=O)c3cccs3)ccc2Cl)cc1,?,nt
N#CCC(=O)NNC(=S)Nc1ccccc1C(F)(F)F,?,nt
CCOc1ccc2nc(/N=C/c3nc(-c4ccccc4)oc3O)sc2c1,?,nt
O=C(Nc1c2c(nn1-c1ccc([N+](=O)[O-])cc1)CS(=O)(=O)C2)c1ccco1,i,-13.5
O=C(CN1C(=O)/C(=C/c2ccccc2)SC1=S)N1CCN(CCc2ccccn2)CC1,-15.8%,-9.7
Nc1cc(C(F)(F)F)ccc1OCC1CCCO1 (stereo not given),?,nt
CC(C)(C)c1ccc(NC(=O)COC(=O)CCc2nc3ccccc3c(=O)[nH]2)cc1,9.8%,13.7
CC(NC(=O)Nc1ccccc1C(F)(F)F)C1CCCO1 (stereo not given),?,nt
CN1CCN(NC(=O)c2cn(-c3ccccc3)nc2-c2cccs2)CC1,1.0%,nt
COC(=O)c1nnn(-c2nonc2N)c1COc1ccc(C=O)cc1OC,?,nt
COc1cc(NC(=O)C2CCCN2S(=O)(=O)c2ccc3c(c2)CC(C)N3C(C)=O)cc(OC)c1 (stereo not given),?,nt
CON(C)c1nc(OCC#N)nc(N(C)C)n1,0.9%,-1.7
CC(C)N1C(=O)CN(C2CCCCCC2)C(=O)C1c1ccccc1F (stereo not given),-4.1%,-16.7
Cc1cccn2c(=O)c3cc(C(=O)N4COCC4(C)C)sc3nc12,?,nt
CCCCn1c(SCC(=O)NCc2ccco2)nc2c1c(=O)n(C)c(=O)n2C,0.0%,-2.9
Cc1ccc(NC(=O)N2CCCC2C(=O)NCC2CCCO2)cc1 (stereo not given),?,nt
O=C(O)c1c(Cl)cccc1Cl,3.0%,4.1
COc1ccc(OC)c(C(Nc2ccccc2)P(=O)(OC(C)C)OC(C)C)c1 (stereo not given),3.7%,10.5
COCCn1c(=O)[nH]c2cc(C(=O)Nc3cc(C)cc(C)c3)ccc2c1=O,?,nt
CC1=C(C#N)C(c2cn(-c3ccccc3)nc2-c2cccs2)C(C#N)=C(C)N1,?,nt
CCOc1ccc(CCNC(=O)c2oc3c(c2C)-c2[nH]ncc2CC3)cc1OCC,-9.7%,0.4
CC1(C)Cc2c(sc(NC(=O)c3ccco3)c2C#N)C(C)(C)N1,?,nt
COc1ccc(C(CNC(=O)c2ccc(S(=O)(=O)N(C)C)cc2)N(C)C)cc1 (stereo not given),-21.6%[9.22 µM],-23.6
COc1cc(C(=O)NCc2nnc(SCC(=O)NCCc3ccccc3)o2)cc(OC)c1OC,?,nt
CCOc1ccc2[nH]c(=O)c(CN(Cc3ccc(C)cc3)C(=O)N3CCCC3)cc2c1,7.1%,-4.9
Cc1ccccc1Cn1ccc(-c2ccc(Cl)cc2)c(C#N)c1=O,i,nt
O=C(NCc1cccnc1)c1cccnc1Sc1ccc(Cl)cc1,5.4%,5.7
COc1cc(C(=O)NCc2nnc(SCC(=O)N3CCCCC3)o2)cc(OC)c1OC,18.4µM*,4.4*

# 4 entries already listed, ordered by the value under S3 lipid droplet cell count max, rising.
SMILES	S3 lipid droplet cell count max
COc1ccc(C(CNC(=O)c2ccc(S(=O)(=O)N(C)C)cc2)N(C)C)cc1 (stereo not given)	-23.6
CCCCn1c(SCC(=O)NCc2ccco2)nc2c1c(=O)n(C)c(=O)n2C	-2.9
O=C(O)c1c(Cl)cccc1Cl	4.1
COc1ccc(OC)c(C(Nc2ccccc2)P(=O)(OC(C)C)OC(C)C)c1 (stereo not given)	10.5

# Additional records
SMILES,S3 lipid droplet,S3 lipid droplet cell count max
CC(C)(C)C1CCc2c(sc(NC(=O)c3ccncc3)c2C(N)=O)C1 (stereo not given),?,nt
CCOC(=O)C1=C(N2CCCCC2)c2cc3c(n2C1=O)CCCC3,?,nt
CCOC(=O)c1sc(-c2ccc(C(F)(F)F)cc2)nc1O,6.4%,2.1
CCOC(=O)c1nn(-c2ccc(Cl)cc2)c(=O)c(C#N)c1C,?,nt
CCCCCCCc1ccc(C2NC(=S)NC3=C2C(=O)c2ccccc23)cc1 (stereo not given),-26.2%,-20.0
COc1ccc(CCNC(=O)[C@@H](NC(N)=O)C(C)C)cc1,?,nt
CN1/C(=C\C(=O)C[n+]2ccc3ccccc3c2)C(C)(C)c2ccccc21,?,nt
CCn1c(=O)c(C(=O)NNC(=O)c2cccc(Cl)c2)c(O)c2ccccc21,?,nt
Clc1ccc(CN=C2Nc3ccccc3CS2)cc1,?,nt
Cn1c(N)c(C(=O)NCc2ccccc2)sc1=S,5.2%,1.8
COc1ccc(N(CC(=O)Nc2cc(C)ccc2OC)S(=O)(=O)c2c(C)noc2C)cc1,?,nt
CC(C)C1=NN(C(=O)c2ccccc2)C(O)(C(C)(C)C)C1 (stereo not given),1.3%,nt
CCCCNC(=O)Cn1c(=O)oc2cc(S(=O)(=O)N3CC(C)CC(C)C3)ccc21 (stereo not given),?,nt
O=C(Cc1ccc(-n2c(=O)[nH]c3ccccc3c2=O)cc1)N1CCN(c2cccc(Cl)c2)CC1,?,nt

# Laid out differently: entries from further up
SMILES | S3 lipid droplet | S3 lipid droplet cell count max
CCOC(=O)c1sc(-c2ccc(C(F)(F)F)cc2)nc1O | 6.4% | 2.1
CC(C)C1=NN(C(=O)c2ccccc2)C(O)(C(C)(C)C)C1 (stereo not given) | 1.3% | nt
CCOC(=O)c1nn(-c2ccc(Cl)cc2)c(=O)c(C#N)c1C | ? | nt
O=C(Cc1ccc(-n2c(=O)[nH]c3ccccc3c2=O)cc1)N1CCN(c2cccc(Cl)c2)CC1 | ? | nt
COc1ccc(N(CC(=O)Nc2cc(C)ccc2OC)S(=O)(=O)c2c(C)noc2C)cc1 | ? | nt
COc1ccc(CCNC(=O)[C@@H](NC(N)=O)C(C)C)cc1 | ? | nt

# An excerpt, so the mix of outcomes need not match the whole.
